# Assay outcomes deposited in PubChem by several laboratories.
# MITF TRPM1 HTS – activators of MITF-driven TRPM1 promoter reporter, primary screen, cell-based, SK-MEL-5, luciferase, single point; SK-MEL-5 TRPM1-promoter luciferase, 24 h; % of positive control, neutral wells = 0; activation, % at 12.5 µM; 0.75% of 300,000 active; AID 588334, 2011;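 active = mean activation of at least 80% with every replicate also reaching 80%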;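 also: 0% = neutral control wells and 100% = parthenolide positive control wells; values of inactives mirror those of a sister screen read the other way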
# SR-BI DiI inh – inhibitors of SR-BI mediated HDL lipid uptake, primary screen, ldlA[mSR-BI] cells, fluorescence, single point; Scavenger receptor class B member 1 (Mus musculus), Q61009; ldlA[mSR-BI] CHO cells, DiI-HDL uptake fluorescence, 3 h; inhibition, % at 12.5 µM; 0.96% of 320,000 active;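 active = mean replicate inhibition of at least 70% and a set share of replicates each scoring 70 or more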;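 also: 0% = median of neutral control wells and 100% = median of positive control wells; values of inactives mirror those of a sister screen read the other way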
# NSD2 inh – NSD2 histone methyltransferase inhibitors, primary screen, biochemical, AlphaScreen, single concentration, set 2 | 0.54% of 310,000 active | NSD2 peptide methylation, 120 min | Histone-lysine N-methyltransferase NSD2 (Homo sapiens), O96028 | AID 743445, 2014 | inhibition, % at 12.5 µM; in the data active = inhibition above about 50%
# Target sequence (O96028 whole entry, looked up): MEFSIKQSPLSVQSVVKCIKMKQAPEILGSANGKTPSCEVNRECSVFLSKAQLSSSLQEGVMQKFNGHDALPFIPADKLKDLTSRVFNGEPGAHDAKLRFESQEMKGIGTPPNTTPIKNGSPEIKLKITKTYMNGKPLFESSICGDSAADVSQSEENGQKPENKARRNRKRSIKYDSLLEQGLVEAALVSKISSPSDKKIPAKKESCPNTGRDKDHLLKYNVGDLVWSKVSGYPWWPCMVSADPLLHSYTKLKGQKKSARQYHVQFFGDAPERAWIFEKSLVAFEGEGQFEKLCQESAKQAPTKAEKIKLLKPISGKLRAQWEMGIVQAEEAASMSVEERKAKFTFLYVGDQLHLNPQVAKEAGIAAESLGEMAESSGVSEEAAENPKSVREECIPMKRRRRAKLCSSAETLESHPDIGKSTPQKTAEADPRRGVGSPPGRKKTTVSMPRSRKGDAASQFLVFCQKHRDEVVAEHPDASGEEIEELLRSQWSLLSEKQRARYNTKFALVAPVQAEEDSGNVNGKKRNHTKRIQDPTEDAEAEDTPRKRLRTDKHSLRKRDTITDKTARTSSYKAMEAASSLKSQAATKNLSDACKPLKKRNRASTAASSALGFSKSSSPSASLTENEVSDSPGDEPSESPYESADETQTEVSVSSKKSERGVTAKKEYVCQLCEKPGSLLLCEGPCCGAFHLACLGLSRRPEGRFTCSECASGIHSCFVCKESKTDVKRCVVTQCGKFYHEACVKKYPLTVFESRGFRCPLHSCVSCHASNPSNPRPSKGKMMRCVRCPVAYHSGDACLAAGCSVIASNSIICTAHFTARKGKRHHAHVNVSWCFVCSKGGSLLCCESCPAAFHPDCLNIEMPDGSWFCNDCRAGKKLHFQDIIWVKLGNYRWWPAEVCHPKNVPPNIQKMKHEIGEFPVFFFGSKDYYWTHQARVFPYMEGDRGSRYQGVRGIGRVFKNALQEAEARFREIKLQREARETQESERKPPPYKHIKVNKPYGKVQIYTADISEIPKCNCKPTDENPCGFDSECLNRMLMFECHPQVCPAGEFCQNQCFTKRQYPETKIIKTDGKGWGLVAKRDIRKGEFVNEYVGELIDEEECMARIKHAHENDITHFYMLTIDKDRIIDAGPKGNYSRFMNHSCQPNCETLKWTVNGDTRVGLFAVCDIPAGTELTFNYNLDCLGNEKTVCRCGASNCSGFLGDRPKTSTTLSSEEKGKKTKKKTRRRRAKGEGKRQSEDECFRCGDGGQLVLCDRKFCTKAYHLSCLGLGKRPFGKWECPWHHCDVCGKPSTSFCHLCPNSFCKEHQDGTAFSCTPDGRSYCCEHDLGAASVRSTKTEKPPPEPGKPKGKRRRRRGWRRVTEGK
# HTR5A ag ctr – HTR5A agonists in luminescence cell assay, primary screen, counter-screen for OPRM1-OPRD1 heterodimer agonist project, full-deck HTS. 5-hydroxytryptamine receptor 5A (Homo sapiens), P47898. cell-based. activation, % at 9.3 µM. 0.61% of 340,000 active. AID 504692, 2011; in the data active = activation mostly above about 9.5%, no sharp cut-off; inactive = mostly below about 7.6%;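 also: 0% = cells with vehicle only and 100% = reference agonist; strong numbers were not always called active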
# CDK5 inh – inhibitors of human CDK5/p35 kinase, primary screen, biochemical, single concentration | Recombinant CDK5/p35, ADP-Glo luminescence, 60 min | inhibition, % at 10 µM | 0.01% of 330,000 active | AID 488839, 2010;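 active = highest replicate inhibition of at least 50% and at least 75% of replicates reaching 50%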;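 also: plate controls were DMSO neutral control for no effect and GW8510 at 10 µM for full effect; many of its hits are not listed in these tables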
# PvdQ acylase – P. aeruginosa PvdQ acylase inhibitors, primary screen, biochemical, fluorescence, plate reader and imaging, single point | purified PvdQ acylase | AID 488965, 2010 | 0.063% of 340,000 active | inhibition, % at 10 µM; in the data active = inhibition above about 30%, passing the limit was not always enough;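 also: 0% = vehicle neutral wells and 100% = reference inhibitor wells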
# dFosB activator – activators of delta FosB homodimer, primary screen, biochemical, fluorescence polarization, TAMRA-CDK5 oligo, single point; purified delta FosB; percent of positive-control signal above neutral wells; AID 493131, 2011; 0.99% of 340,000 active; activation, % at 25 µM;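 active = mean activation above about 17%, with every replicate also reaching it, limit read from the data, passing the limit was not always enough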;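 also: fluorescence polarization rise as delta FosB binds a TAMRA Cdk5 AP-1 oligo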
# HTR5A inv ctr – HTR5A inverse agonists in luminescence cell assay, primary screen, counter-screen for OPRM1-OPRD1 heterodimer inverse agonist project, full-deck HTS | HTR5A cell line, inverse agonism | inhibition, % at 9.3 µM | 0.083% of 340,000 active | AID 504634, 2011; in the data active = inhibition mostly above about 23%, no sharp cut-off; inactive = mostly below about 18%;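 also: 0% = cells with DMSO and 100% = no-cell wells with DMSO; some compounds called inactive have numbers as strong as hits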
# Wnt bcat act – Wnt/beta-catenin pathway activators, primary screen, cell-based, plate reader, single point | AID 743398, 2014 | Wnt/beta-catenin reporter cell assay, activator | 1.2% of 300,000 active | activation, % at 9.35 µM; in the data active = activation above about 30%, passing the limit was not always enough;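 also: 0% = neutral control wells and 100% = positive control wells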
# V-ATPase pHluor – regulators of yeast V-ATPase proton pumping, primary screen, pHLuorin cytosolic pH fluorescence | S. cerevisiae | response, % at 10 µM | 0.37% of 350,000 active; in the data active = response mostly above about 7.3%, no sharp cut-off; inactive = mostly below about 5.4%; also: actives read high; inactives centre near 0; some compounds called inactive have numbers as strong as hits; reference of the scale not given here
# * hit, by the source's call; · = not tested or not shown. Not a hit list. Share with any hit: about 5%.
SMILES,MITF TRPM1 HTS,SR-BI DiI inh,NSD2 inh,HTR5A ag ctr,CDK5 inh,PvdQ acylase,dFosB activator,HTR5A inv ctr,Wnt bcat act,V-ATPase pHluor
CCCC[C@@H]1C=C(C(=O)O)[C@H](c2ccc(C)cc2)N1S(=O)(=O)c1ccc(C)cc1,6,7,·,-2,-0.6,-4,2,8,-2,5
CC1=C(C(=O)N2CCOCC2)C(c2ccsc2)C2=C(CCCC2=O)N1 (stereo not given),2,-50,-12,5,-2.6,-10,-7,10,-4,-1
COc1ccc(C2CC(c3ccccc3)=NN2c2ccc(N)cc2)cc1 (stereo not given),-1,14,1,0,3.1,-1,-7,-28,3,-1
COc1cccc(OCC(O)CN2CCC(C)CC2)c1 (stereo not given),·,-14,27,2,-1.7,-16,7,19,·,-3
Cc1ccc(SCc2ccc(C(=O)NCc3cccnc3)cc2)cc1,-9,-17,21,-3,-0.5,-2,-7,-3,2,-1
O=C(CSc1nc(=O)n2ccccc2n1)NC1CCCCC1,-5,3,-1,3,1.7,-15,-6,18,1,-5
COCCN(Cc1cc2cccc(C)c2[nH]c1=O)C(=O)c1ccccc1,·,-15,-1,0,0.2,0,-7,-16,·,-9
CCOC(=O)N1CCN(C(=O)COC(=O)c2cc(Cl)cc(Cl)c2)CC1,-3,29,-1,0,-2.6,-25,-8,1,-3,1
CC#CCN1c2ccccc2[C@]23C[C@@H](C(=O)OC)N(C(=O)c4cc(C)oc4C)C2=NC(C(=O)OC)=C(C(=O)OC)[C@H]13,-2,-5,·,1,1.0,-11,-9,12,-6,2
Cc1c(N2C(=O)/C(=C\C3CC=CCC3)SC2=S)c(=O)n(-c2ccccc2)n1C (stereo not given),8,-10,5,1,-1.9,-4,-3,-3,-2,7
COc1cc2c(cc1OC)C1Cc3ccc(OC)c(OC)c3CN1CC2 (stereo not given),1,31,-2,1,-0.5,-12,3,-1,·,0
CCOC(=O)C1CCN(C(=O)c2ccc3c(c2)NC(=O)/C(=C\c2ccc(C)cc2)S3)CC1,7,-7,-3,4,2.6,2,-4,-18,-2,-3
COc1ccc(-c2nnc3sc(C(C)N4C(=O)c5ccccc5C4=O)nn23)cc1 (stereo not given),3,-1,·,-5,1.5,20,11,13,-1,5
CCOC(=O)C1=C(N)N2C(=O)C(C)SC2=C(C(=O)OCC)C1c1cc(OC)c(OC)c(OC)c1 (stereo not given),-7,·,·,1,0.4,-5,-3,-3,-1,-3
COc1cc2c(cc1OC)[C@@H](NC(=O)c1ccc(C(F)(F)F)cc1)[C@H](OCc1ccccc1)C2,-24,14,·,4,0.0,-7,2,-14,-4,1
CCOc1nc2ccccc2nc1C,-4,12,0,8,-1.1,-4,-4,-23,·,-1
Cc1nn(-c2ccccc2)c(C)c1/C=N/NC(=O)c1cc(-c2ccc(Br)s2)[nH]n1,-5,71*,-1,3,-5.6,-10,-4,2,-13,19
CCCn1nc(C(=O)NNC(=O)CCCOc2ccc(C)cc2)c2ccccc2c1=O,-6,-9,-1,9,-1.0,-5,3,-23,1,-2
COC(=O)CSc1cc(C(=O)c2nccn2C)c2ccccc2n1,-15,-7,-2,-3,1.8,12,-2,19,·,3
CCN(CC)CCNC(=O)NC1CCCCC1,4,-34,16,-1,-15,-9,2,3,·,-2
COc1ccc(C(=O)N(Cc2ccco2)C(C(=O)NC2CCCC2)c2ccc(O)cc2)cc1OC (stereo not given),-2,-25,1,0,-1.9,9,-11,4,·,-1
Cc1ccc(NC(=O)C2CCN(S(=O)(=O)c3cccs3)CC2)c(O)c1,-7,-2,0,3,-0.9,-15,-11,-8,3,-3
CC[n+]1ccc(C[n+]2ccccc2)c2ccccc21,8,-20,24,1,2.4,3,-3,22,-1,-1
O=C1CC(N2CCC(O)(c3ccc(Cl)cc3)CC2)C(=O)N1Cc1ccc(N2CCCC2=O)cc1 (stereo not given),-13,1,-1,-3,-0.1,-3,-5,-10,·,0
CC(C)(C)c1csc(N/N=C/c2cccnc2)n1,58,25,0,4,2.5,10,-3,-10,12,1
Cc1c(C(=O)NC(C)C)c(-c2ccccc2)nn1-c1ccccc1,7,-61,-5,4,1.5,4,-2,3,1,-2
CC(C)c1ccc(/C=C/C(=O)CCC(=O)O)cc1,-6,0,0,-2,0.1,-4,2,5,-1,0
CCOC(=O)C1CCN(C(=O)COC(=O)COc2ccccc2OC)CC1,·,-40,-2,5,-1.0,-1,4,-8,1,-4
O=C1OC(c2ccccc2)c2ccc3ccccc3c21 (stereo not given),0,-11,0,-4,-0.3,-15,-5,11,1,-2
CCCCc1cc(-c2n[nH]c(=S)o2)c2ccccc2n1,-4,4,1,6,1.6,-2,-7,-22,2,-1
CCN(CC)c1ccc(/C=C(/C#N)c2nc3ccc(C)cc3[nH]2)c(OC(C)C)c1,12,102*,-2,3,0.1,1,-14,10,0,2
CCOC(=O)c1c(-c2cccc3ccccc23)csc1NC(=O)C1C2CCC(O2)C1C(=O)O (stereo not given),-3,-13,-1,5,-1.8,-7,-10,-5,-2,-4
O=C(NNC(=S)NC(=O)c1cccs1)c1ccc(NC(=O)c2ccccc2)cc1,-17,18,3,-3,-2.1,-8,-4,7,-12,1
COc1ccc(C(=O)Nc2ccc(N3CCOCC3)cc2)cc1S(=O)(=O)N1CCCC1,-15,64,-2,-1,-0.9,2,4,2,-2,-4
Cc1cccc(OCc2nn[nH]n2)c1C,·,-11,0,-5,2.3,9,1,18,1,-1
CC(C)c1ccc(S(=O)(=O)N2CCN(C(=O)c3cc([N+](=O)[O-])ccc3N3CCOCC3)CC2)cc1,-4,0,1,0,-2.9,-1,-20,21,0,3
O=C(Nc1ccc2ccccc2c1)NC1CCS(=O)(=O)C1 (stereo not given),7,-3,0,-5,-0.5,-11,4,12,-2,-5
CCc1noc(C)c1C(=O)Nc1cccc(S(=O)(=O)N2CCCCCC2)c1,-10,35,-1,6,-0.1,0,-8,9,1,-3
COc1ccc2c(C)cc3nnnn3c2c1,10,·,3,2,0.4,-15,-10,-5,-4,2
COCCNC(=O)c1ccc2c(c1)ncn2-c1ccc(F)c(F)c1,43,-12,-1,4,0.9,-12,-2,2,·,-1
Cc1[nH]n(-c2ccccc2)c(=O)c1C=Nc1ccc2[nH]c(=O)[nH]c2c1,-1,0,23,7,1.1,2,0,-16,-10,-1
CCOc1ccc(NC(=O)CSc2nc(C)cc(C)n2)cc1,2,3,-4,-1,1.6,-8,0,-1,·,2
COc1ccc(OC)c(NC(=O)CSc2nnc(Cn3nnc4ccccc43)n2C)c1,2,-19,-1,5,0.6,-2,8,-10,2,-4
CC#CC[N+](C)(CC#CC)CC(=O)c1ccccc1,5,-25,-5,2,1.2,-8,0,-15,-2,2
CC(C)(C)N(NC(=O)c1ccccc1)C(=O)c1ccc(C(=O)N(NC(=O)c2ccccc2)C(C)(C)C)cc1,-8,-10,1,-2,-2.8,-23,-5,14,-4,-6
COc1ccc(Br)cc1/C=N/n1c(C)nc2ccccc2c1=O,15,42,-2,1,1.9,9,1,-5,-2,1
O=C(NC[C@H]1CCCO1)c1cccc2c1C(=O)c1ccc(-c3ccc(F)cc3OCc3ccccc3)cc1S2(=O)=O,8,61,·,6,0.6,10,3,-9,-2,7
Cc1cc(NC(=O)Cn2c(=O)n(Cc3ccccc3)c(=O)c3ccccc32)no1,·,16,-5,3,-2.7,2,52*,-7,·,-1
O=C(NCCc1ccccc1)c1ccc(CS(=O)Cc2cccc(Cl)c2)o1 (stereo not given),-3,-14,0,2,0.3,-5,-5,-11,0,-3
Cc1ccc(-n2c(Cn3ncc4ccccc4c3=O)n[nH]c2=S)cc1,-11,0,-1,5,0.9,-7,-1,-14,0,4
CCOCCCNC(=O)C(=O)NCCCOCC,4,-17,-1,3,0.3,8,-10,-6,-2,-2
CCOC(=O)CNC(=O)c1sc(NC(=O)c2cccc(F)c2)nc1C,20,43,-1,-5,0.1,0,-5,-13,·,0
CC(=O)N/C(N)=N/c1nc2cc(C)ccc2o1,·,7,-1,0,0.3,-13,-4,-3,18,2
Cc1cc2occ(CC(=O)NNC(=O)c3ccccc3)c2cc1C,-5,-3,-1,-1,-0.8,-11,-14,1,-2,1
CCOCCCNCc1ccc(OCc2ccccc2Cl)cc1,0,-1,33,0,0.2,-17,-3,-2,-6,3
Cc1sc(N2C(=O)C3C4C=CC(C4)C3C2=O)c(C#N)c1C (stereo not given),-2,-6,0,3,0.3,-5,-2,-9,10,-1
Cc1ccc(-n2cc(CNC(C)c3cnn(C)c3)c(-c3ccc(F)cc3)n2)cc1 (stereo not given),7,-26,-17,2,-0.6,-17,-7,-3,·,·
CCOC(=O)c1ccc(Nc2nnc(C(C)(C)C)c(=O)[nH]2)cc1,25,-4,·,2,·,-6,-2,14,13,2
O=C(Cc1cccs1)N1CCN(S(=O)(=O)c2ccccc2)CC1,-9,4,-1,-4,1.6,5,-4,-10,0,-4
Cn1nnnc1NCc1c(F)cccc1Cl,11,-29,-2,5,-2.0,-11,-2,4,·,1

# Other entries
SMILES,MITF TRPM1 HTS,SR-BI DiI inh,NSD2 inh,HTR5A ag ctr,CDK5 inh,PvdQ acylase,dFosB activator,HTR5A inv ctr,Wnt bcat act,V-ATPase pHluor
CN(C(=O)COC(=O)c1ccc(Cl)c(S(=O)(=O)NCc2ccccc2)c1)C1CCS(=O)(=O)C1 (stereo not given),10,-15,26,-3,-0.5,-2,-15,19,-3,1
O=C(CN1CCOCC1)Nc1ncc(Cc2cccc(Cl)c2Cl)s1,-1,-13,-1,5,0.9,-15,-12,-7,-3,-4
Cc1nc(-c2ccccn2)nc(SCC(=O)N2CCOCC2)c1Cl,·,-4,0,·,1.3,-12,-1,·,1,-4
CN(c1ccc(C(=O)NCC2CCCO2)cc1)S(=O)(=O)c1ccccc1 (stereo not given),6,-6,2,0,-1.0,8,-4,0,·,6
Cc1csc(Sc2ccc(C(=O)OCC(=O)Nc3ccc(F)cc3[N+](=O)[O-])cc2[N+](=O)[O-])n1,-6,-6,-1,-1,0.4,-1,5,-14,-1,-1
COc1ccc(S(=O)(=O)N2CCN(S(=O)(=O)c3ccc4c(c3)OCCO4)CC2)cc1C,-1,-9,15,1,-2.9,-13,-5,3,·,-3
